Screening results deposited in PubChem BioAssay by National Center for Advancing Translational Sciences (NCATS).
ELG1 genotoxic: qHTS screen for small molecules that induce genotoxicity in human embryonic kidney (HEK293T) cells expressing luciferase-tagged ELG1. Potency, µM (series often up to 46 µM), for inactives: top-dose activity change, positive = activation, hits mostly activators. hit rate 1.3% among 330,000. AID 504466, 2011. HEK293T ELG1-luciferase reporter, luminescence, 16 h; also: % of control where 0% means no effect; nearly all actives have a fitted effect of over 60% in size
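Genotoxic stress is detected as increased luminescence from luciferase-tagged ELG1 in HEK293T cells, measured with ONE-Glo after a 16 hr treatment at 37 °C.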
VP16 counter: VP16 counterscreen qHTS for inhibitors of ROR gamma transcriptional activity. Drosophila S2 Gal4-VP16 UAS-luciferase, luminescence, 20 h. AID 2546, 2010. Potency, µM (titrated, usually from 53.6 µM), inactives show top-dose activity, negative = inhibition, hits mostly inhibitors. hit rate 3.5% among 310,000;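 also: Gal4-VP16 expression switched on by copper sulfate through the metallothionein promoter; % is scaled to controls: 0 for no effect and ±100 for the full control effect; nearly all actives have a fitted effect of over 50% in size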
MBNL1-CUG inh: qHTS Assay for Inhibitors of MBNL1-poly(CUG) RNA binding. Muscleblind-like protein 1 (Homo sapiens), Q9NR56. TR-FRET MBNL1-His/biotin-(CUG)12 binding, 665/545 ratio. Potency, µM (titrated, usually from 57.5 µM), without a hit: at the top dose activity change, negative = inhibition, actives largely listed as inhibitors. hit rate 0.036% among 280,000. AID 2675, 2010; active = well fitted inhibition curve with a large enough effect in the signal ratio, with a control signal flat, not every such curve was filed as active; inconclusive = small, poorly fitted or top-dose-only effect, or effect the other way, or a change in a side signal; inactive = no such curve, though single readings can be large or run the other way; the % refers to the signal ratio; also: % is scaled to controls: 0 for no effect and ±100 for the full control effect
Target sequence (Q9NR56 whole entry, looked up): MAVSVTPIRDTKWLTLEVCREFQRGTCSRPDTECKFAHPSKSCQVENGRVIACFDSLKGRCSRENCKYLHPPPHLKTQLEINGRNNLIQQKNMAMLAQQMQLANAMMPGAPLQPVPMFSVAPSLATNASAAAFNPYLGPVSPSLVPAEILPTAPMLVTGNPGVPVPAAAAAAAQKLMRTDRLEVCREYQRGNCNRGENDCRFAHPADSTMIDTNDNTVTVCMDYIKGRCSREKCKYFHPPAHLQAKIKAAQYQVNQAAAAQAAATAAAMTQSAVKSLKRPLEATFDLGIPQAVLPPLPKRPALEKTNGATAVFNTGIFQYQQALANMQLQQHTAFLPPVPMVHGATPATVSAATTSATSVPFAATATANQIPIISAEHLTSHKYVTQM
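Compounds (final 92 nM to 58 uM) are added to His-tagged MBNL1 and biotin-(CUG)12, then terbium anti-His antibody and streptavidin-XL665 (5 nM final). After 60 min at room temperature, the 665/545 nm ratio is read.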
p53 reactivator: qHTS assay for re-activators of p53 using a Luc reporter; H1299 p53-A138V BP100-luciferase reporter, luminescence, 24 h; Potency, µM (top dose mostly 92.2 µM), for inactives: top-dose activity change, positive = activation, usual class: activators; hit rate 0.063% among 320,000; also: % of control where 0% means no effect; nearly all actives have a fitted effect of over 45% in size
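p53-null H1299 cells stably carrying temperature-sensitive p53-A138V and a BP100-luciferase reporter were pinned with compounds (4-point, 1:5 series) and held 24 hrs at 37 deg C. Luminescence was read 10 min after detection reagent.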
Rab9 promoter act: qHTS Assay for Rab9 Promoter Activators | Huh7 Rab9 promoter-luciferase reporter, luminescence, 24 h | AID 485297, 2010 | Potency, µM (highest dose often 9.22 µM), for the others: at the top dose activation, negative = inhibition, hits mostly activators | hit rate 2.8% among 320,000; also: % of control where 0% means no effect; nearly all actives have a fitted effect of over 60% in size
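Huh7 reporter line, Rab9 promoter upstream of luciferase. Compound exposure 24 h at 37 °C in reduced-serum medium with 10% FBS. Read-out: luminescence.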
BRCA1 expr up: qHTS Assay to Identify Small Molecule Activators of BRCA1 Expression | MCF7-BRCA1-FFLuc reporter, luminescence, 48 h; response scale: scaled: vehicle 0%, 10 µM genistein 100% | Potency, µM (top dose mostly 46.1 µM), without a hit: at the highest dose activation, most hits filed as activators | hit rate 1.1% among 380,000 | AID 624202, 2012; also: nearly all actives have a fitted effect of over 80% in size; some results filed as inactive show a strong effect at the top dose
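Using MCF7 cells harboring a BRCA1 firefly luciferase reporter, plated 2 h before compound pinning, the screen measured luminescence after 48 h incubation. Responses were normalized to DMSO and 10 microM genistein, then fitted for concentration-effect.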
RORgamma inh: qHTS for inhibitors of ROR gamma transcriptional activity; Nuclear receptor ROR-gamma (Mus musculus), P51450; Drosophila S2 Gal4-RORgamma UAS-luciferase reporter, 20 h; Potency, µM (highest dose often 53.6 µM), for the others: top-dose activity change, negative = inhibition, actives largely listed as inhibitors; hit rate 5.4% among 310,000; also: % is scaled to controls: 0 for no effect and ±100 for the full control effect; nearly all actives have a fitted effect of over 60% in size
Target sequence (P51450 whole entry, looked up, the tested form may be a part): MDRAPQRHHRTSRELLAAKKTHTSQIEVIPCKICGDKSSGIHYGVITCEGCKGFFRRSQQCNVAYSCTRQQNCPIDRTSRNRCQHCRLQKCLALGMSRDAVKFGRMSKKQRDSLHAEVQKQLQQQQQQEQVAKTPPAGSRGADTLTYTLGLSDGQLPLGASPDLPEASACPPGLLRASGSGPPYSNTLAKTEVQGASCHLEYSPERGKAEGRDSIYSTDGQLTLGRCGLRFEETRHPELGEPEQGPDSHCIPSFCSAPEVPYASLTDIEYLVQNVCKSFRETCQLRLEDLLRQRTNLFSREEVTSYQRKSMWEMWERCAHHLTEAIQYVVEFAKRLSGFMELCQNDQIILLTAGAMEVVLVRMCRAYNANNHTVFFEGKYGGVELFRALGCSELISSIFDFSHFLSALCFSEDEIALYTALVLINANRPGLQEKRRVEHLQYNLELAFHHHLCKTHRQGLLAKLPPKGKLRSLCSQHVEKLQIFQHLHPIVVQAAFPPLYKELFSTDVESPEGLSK
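Drosophila Schneider cells stably carrying a metallothionein-driven Gal4 DBD–ROR gamma fusion and a UAS-Photinus luciferase reporter were exposed to compound for 1 hr, then induced with copper sulfate (700 uM final) for 20 hr at ambient temperature before luminescence reading.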
uPA generation: qHTS for Inhibitors of Cell Surface uPA Generation; hit rate 0.31% among 330,000; cell surface uPA generation assay, qHTS; AID 540303, 2011; Potency, µM (titrated, usually from 38.3 µM), for inactives: at the highest dose activity change, negative = inhibition, actives largely listed as inhibitors; active = well fitted inhibition curve with a large enough effect; inconclusive = small, poorly fitted or top-dose-only effect; inactive = no such curve, though single readings can be large or run the other way; tested in mouse RAW 264.7 cells; also: % is scaled to controls: 0 for no effect and ±100 for the full control effect; nearly all actives have a fitted effect of over 55% in size
NPC1 promoter act: qHTS Assay for NPC1 Promoter Activators. Huh7 NPC1 promoter luciferase reporter, 24 h. Potency, µM (top dose mostly 9.22 µM), without a hit: at the top dose activation, hits mostly activators. hit rate 2.4% among 320,000. AID 485313, 2010;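 also: % of control where 0% means no effect; nearly all actives have a fitted effect of over 60% in size; reporter is driven by a mutant NPC1 promoter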
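Stably transfected Huh7 (NPC1 promoter→luciferase), 1500 cells/well in Opti-MEM + 10% FBS, 2 h settle, then compound 24 h at 37 °C. Luminescence after 10 min with Amplite reagent.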
FLuc counter: qHTS profiling assay for firefly luciferase inhibitor/activator using purifed enzyme and Km concentrations of substrates (counterscreen for miR-21 project); Potency, µM (top dose mostly 57.5 µM), inactives show top-dose activity change, negative = inhibition, actives largely listed as inhibitors; hit rate 6.9% among 360,000; Luciferin 4-monooxygenase (Photinus pyralis), P08659; purified FLuc, Km substrates, luminescence inhibition;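 also: plate controls were vehicle for no effect and reference inhibitor for full effect; nearly all actives have a fitted effect of over 55% in size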
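Purified P. pyralis luciferase (10nM final) with 10uM D-luciferin and 10uM ATP (Km levels) in 50mM Tris acetate pH 7.5, 10mM Mg acetate, 0.01% Tween-20, 0.05% BSA; qHTS 6-point titration, ~60 µM downward; luminescence read.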
Numbers without * were called inactive; ? = inconclusive; / = not tested or not shown; & = joins results of further samples; [ ] = another dose, or the depositor's remark. Unless noted, calls follow the shape of the dose curve; as a rule, active = well fitted curve in the direction sought with a large enough effect; inconclusive = small, poorly fitted or top-dose-only effect, or another doubt; inactive = no such curve, though single readings can be large; an effect the other way counts as inactive or inconclusive. Potency is read from the fitted curve at half-maximal effect.

SMILES	ELG1 genotoxic	VP16 counter	MBNL1-CUG inh	p53 reactivator	Rab9 promoter act	BRCA1 expr up	RORgamma inh	uPA generation	NPC1 promoter act	FLuc counter
COc1ccc(NS(=O)(=O)c2cc(NC(=O)C3CC3)ccc2N2CCOCC2)cc1	9%	-7%	-1%	-5%	?	-17%	2%	-4%	-2%	6%
COc1ccc(CNc2nc3nc(C)cc(C)n3n2)cc1	17%	-22%	-8%	6%	12%	59%	9%	/	16%	-17%
COC(=O)c1ccc(NC(=O)Nc2ccc3c(c2)nc(C)n3C)cc1	1%	-8%	15%	8%	?	?	-1%	-3%	?	?
CC1CCCCC1NC(=O)CCNS(=O)(=O)c1cc(Br)cnc1N (stereo unspecified)	-12%	-4%	-3%	-3%	8%	19%	7%	5%	-1%	1%
O=C(NCCc1ccccc1)c1cccs1	2.9µM*	-23%	-4%	11%	2.8µM*	14%	?	-1%	2.8µM*	11µM*
NS(=O)(=O)c1ccc(N2CCN(C(=O)c3ccco3)CC2)nc1	0%	/	/	9%	/	-4%	/	-4%	/	/
O=C(CCNS(=O)(=O)c1ccccc1)N1CCN(c2ccccc2)CC1	1%	-3%	-5%	14%	11%	2%	19%	-2%	-3%	1%
COc1cccc2c1Oc1ncccc1N(C(=O)CCC(=O)NCc1ccc(F)cc1)C2	-1%	-4%	-6%	2%	3%	-17%	-1%	6%	2%	-1%
Cc1ccc(-c2nnc(SCC(=O)NNC(=O)COc3cccc4ccccc34)n2C)cc1	1%	-1%	/	1%	-4%	/	-8%[10 µM]	/	0%	1%
CCOCc1nnc(NC(=O)c2ccc(OC)cc2)s1	15%	0%	5%	?	9%	13µM*	?	4%	27%	-27%
CCOC(=O)C(c1ccccc1)C(Nc1ccccc1)c1ccccn1 (stereo unspecified)	-5%	12%	4%	-7%	3%	-6%	3%	-3%	2%	0%
C=CCn1c(=S)[nH]c2sc3c(c2c1=O)CCCC3	-6%	0.71µM*	56%[activator]	11%	14%	-22%	0.4µM*	-18%	2%	?
NC(=O)CC(NC(=O)Cc1cccc2ccccc12)c1ccc(N2CCCCCCC2)c([N+](=O)[O-])c1 (stereo unspecified)	-6%	-10%	3%	4%	-5%	-38%	14%	-14%	-3%	4%
Oc1cccc(Nc2nc(NCC3CCCO3)c3ccccc3n2)c1 (stereo unspecified)	-24%	?	-26%	?	-6%	-19%	3%	-16%	2%	?
O=C(CSc1nnc(COc2cccc3cccnc23)o1)c1ccc(F)cc1	-12%	-6%	11%	?	-32%[inhibitor]	2%	-36%	7%	-14%	-14%
CC(=O)CCc1ccc(OCC(O)CNC2CCCc3ccccc32)cc1 (stereo unspecified)	-2%	-13%	3%	1%	-6%	-19%	15%	5%	-2%	-1%
Cc1ccc2oc(=O)c(/C=C(\O)c3sc(C)nc3C)nc2c1	1%	?	?	?	3%	-11%	?	-12%	10%	?
COc1cc(Cl)c(NC2=CC(=O)C(=O)c3ccccc32)c(OC)c1	-13%	/	/	3%	-11%	-103%[inhibitor]	/	3.2µM*	-21%	-6%
Cc1c(C(=O)N2CCCC2)oc2c1-c1nn(CC(=O)NCCCOC(C)C)cc1CC2	-4%	0%	1%	-5%	3%	-25%	3%	-2%	-3%	1%&-1%
O=C(NCc1ccccc1)C(c1ccccc1)N(C(=O)c1csnn1)c1ccc(F)cc1 (stereo unspecified)	-3%	-3%	-6%	1%	0%	-12%	-15%	-3%	-3%	1%

Record cards (already shown):
Results for `COc1cc(Cl)c(NC2=CC(=O)C(=O)c3ccccc32)c(OC)c1` → ELG1 genotoxic = -13%; VP16 counter = /; MBNL1-CUG inh = /; p53 reactivator = 3%; Rab9 promoter act = -11%; BRCA1 expr up = -103%[inhibitor]; RORgamma inh = /; uPA generation = 3.2µM*; NPC1 promoter act = -21%; FLuc counter = -6%
Results for `O=C(NCCc1ccccc1)c1cccs1` → ELG1 genotoxic = 2.9µM*; VP16 counter = -23%; MBNL1-CUG inh = -4%; p53 reactivator = 11%; Rab9 promoter act = 2.8µM*; BRCA1 expr up = 14%; RORgamma inh = ?; uPA generation = -1%; NPC1 promoter act = 2.8µM*; FLuc counter = 11µM*

The results go on:
SMILES	ELG1 genotoxic	VP16 counter	MBNL1-CUG inh	p53 reactivator	Rab9 promoter act	BRCA1 expr up	RORgamma inh	uPA generation	NPC1 promoter act	FLuc counter
Cc1nc(SCCOc2ccccc2F)[nH]c(=O)c1Cc1ccccc1	3%	1%	-5%	-2%	-4%	?	9%	-1%	-3%	-13%&0%
CN(C)C(=O)CSc1nnc(Cc2ccccc2)n1CC1CCCO1 (stereo unspecified)	1%	-2%	-7%	4%	-3%	12%	24%	10%	-2%	0%
CC(=O)c1ccc(N2CCN(C(=O)CCC(=O)Nc3ccc4nc(N5CCN(C)CC5)cc(C)c4c3)CC2)cc1	-5%	-13%	0%	4%	1%	0%	0%	-6%	4%	-17%
CC(C)(C)CC(=O)Nc1nnc(SCC(=O)Nc2ccccc2F)s1	-17%	0%	1%	-1%	1%	-25%	2%	3%	-6%	-12%
COc1ccc(CN2CCC(=O)N([C@H](CO)Cc3ccccc3)CC2)cc1OC	1%	2%	0%	10%	0%	8%	?	6%	-1%	-1%
O=C(Nc1ccccc1C(=O)Nc1ccc2c(c1)OCO2)c1ccco1	-1%	2%	-10%	-6%	23%	36%	16%	-1%	22%	?
O=C(NCC(c1ccco1)N1CCc2ccccc2C1)c1ccccc1 (stereo unspecified)	-3%	/	/	3%	2%	-11%	/	-5%	-2%	2%
O=C(NCCc1ccccc1)c1cc(=O)c2ccccc2o1	2%	0%	20%	6%	15%	47%	?	-1%	0%	-7%
Cc1cc2nc(-c3cccc(NC(=O)c4ccc(Br)o4)c3C)oc2cc1C	-3%	0%	117%[activator]	4%	21%	-12%	-14%	?	26%	4.3µM*
CCOC(=O)N1CCN(C(=O)CS(=O)(=O)Cc2nc(-c3ccccc3C)oc2C)CC1	-1%	1%	0%	-5%	1%	-40%	-6%	2%	0%	2%
CCOC(=O)C1=C(C)Nc2ccccc2N=C1NC(=O)c1cc(C)on1	-1%	/	/	-5%	-2%	-5%	/	20%	-3%	1%
O=C(NNC(=O)C1CCCO1)c1ccc(Br)cc1 (stereo unspecified)	-1%	18%	-19%	7%	10%	-1%	-1%	2%	2%	2%
C=CCNC(=O)/C(C#N)=C/c1c(C)nn(-c2ccc(Cl)cc2)c1Cl	18%	?	/	3%	1%	-27%	?	-4%	-5%	0%
CCOC1=NN(c2ncc(C(F)(F)F)cc2Cl)C(=O)C1	0%	-2%	0%	0%	-7%	-5%	-17%	0%	-1%	-2%
COc1ccc(N(CC(=O)NC2CC2)S(=O)(=O)c2ccccc2)cc1	-2%	-10%	-4%	1%	-4%	-20%	-4%	5%	-4%	2%
CCOC(=O)C(NC(C)=O)(OCc1ccc(F)cc1)C(F)(F)F (stereo unspecified)	0%	-3%	-6%	-10%	1%	-3%	-39%	7%	-1%	2%
COc1ccc2[nH]c(=O)c(CNc3ccc(C)cc3C)cc2c1	-6%	27%	?	2%	9%	1%	17%	1%	3%	?
CCOC(=O)c1nnn(-c2nonc2OC)c1-c1ccccc1	-1%	-1%	-8%	-6%	-2%	-19%	-5%	-2%	-1%	-1%
Cc1ccc(OCC(=O)N2CCCCC2C)c([N+](=O)[O-])n1 (stereo unspecified)	0%	/	/	0%	/	-7%	/	-9%	/	/
CCN(C(=O)CN1CCN(C)CC1)c1cccc2ccccc12	-34%[inhibitor]	1%	11%	6%	2%	-14%	40%	0%	-4%	-1%
Cc1cc([N+](=O)[O-])nn1CC(=O)c1ccccc1	-1%	-6%	16%	14%	0%	6%	?	?	-2%	3%

Ordered by the number under p53 reactivator (descending): some entries from above
| Molecule | MBNL1-CUG inh | p53 reactivator | Rab9 promoter act | RORgamma inh | uPA generation | NPC1 promoter act |
| --- | --- | --- | --- | --- | --- | --- |
| CN(C)C(=O)CSc1nnc(Cc2ccccc2)n1CC1CCCO1 (stereo unspecified) | -7% | 4% | -3% | 24% | 10% | -2% |
| O=C(NCC(c1ccco1)N1CCc2ccccc2C1)c1ccccc1 (stereo unspecified) | / | 3% | 2% | / | -5% | -2% |
| CCOC(=O)N1CCN(C(=O)CS(=O)(=O)Cc2nc(-c3ccccc3C)oc2C)CC1 | 0% | -5% | 1% | -6% | 2% | 0% |

Individual results from the entries so far.
VP16 counter with COc1ccc(N(CC(=O)NC2CC2)S(=O)(=O)c2ccccc2)cc1 = -10%
BRCA1 expr up with Cc1ccc(OCC(=O)N2CCCCC2C)c([N+](=O)[O-])n1 (stereo unspecified) = -7%
MBNL1-CUG inh with CCOC(=O)c1nnn(-c2nonc2OC)c1-c1ccccc1 = -8%
NPC1 promoter act with O=C(NCCc1ccccc1)c1cc(=O)c2ccccc2o1 = 0%
